# Source: PubChem BioAssay (National Center for Advancing Translational Sciences (NCATS))
# USP1 inh: inhibitors of human USP1/UAF1 deubiquitinase; O94782; recombinant USP1/UAF1, Ub-Rhodamine cleavage fluorescence; Potency, µM (series often up to 57.1 µM), without a hit: top-dose activity change, negative = inhibition, actives largely listed as inhibitors; 390,000 compounds, 0.23% hits; AID 743255; further: potency means the concentration at half of the fitted maximal effect; on the % scale 0 is the no-effect control and ±100 the full control effect; nearly all actives have a fitted effect of over 60% in size; inactives centre near -12
#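 In this screen, compounds sit with the deubiquitinase complex (1nM) for 15 min at room temperature before Ub-Rho is added at 150nM final. Fluorescence rise is then followed for 6 reads every 60 seconds.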
# PGK inhibitor: inhibitors of T. brucei phosphoglycerate kinase | P07378 | PGK/GAPDH coupled, Kinase-Glo luminescence, 60 min | Potency, µM (top dose mostly 57.5 µM), inactives show top-dose activity change, negative = inhibition, most hits filed as inhibitors | 380,000 compounds, 0.043% hits | AID 602233; further: potency means the concentration at half of the fitted maximal effect; on the % scale 0 is the no-effect control and ±100 the full control effect; nearly all actives have a fitted effect of over 60% in size
#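 Luminescent ATP detection (Kinase-Glo Plus) follows a 60-minute room-temperature incubation, with wells lacking PGK as controls. Buffer: 100 mM TEA (pH 7.6), 5 mM MgCl2, 0.01% Tween-20. Coupling enzyme GAPDH (100 nM final) supplies unstable 1,3-BPG in-well.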
# Pin1 inhibitor: human Pin1 inhibition; Q13526; Pin1 FP peptide displacement, HiFluor488, 10 min; Potency, µM (doses to about 115 µM), for the others: at the highest dose activity, negative = inhibition, usual class: inhibitors; 390,000 compounds, 0.009% hits; active means well fitted inhibition curve with a large enough effect in the polarisation, with a control signal flat, not every such curve was filed as active; inconclusive means small, poorly fitted or top-dose-only effect, or effect the other way, or a change in a side signal; inactive means no such curve, though single readings can be large or run the other way; the % refers to the polarisation; further: potency means the concentration at half of the fitted maximal effect; on the % scale 0 is the no-effect control and ±100 the full control effect
# GLS inhibitor: glutaminase GLS (human) inhibition. GLS enzymatic activity, qHTS titration. Potency, µM (doses to about 45.5 µM), for inactives: top-dose activity change, negative = inhibition, usual class: inhibitors. 410,000 compounds, 0.21% hits. AID 624170; further: potency means the concentration at half of the fitted maximal effect; on the % scale 0 is the no-effect control and ±100 the full control effect
#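 hKGA; 45 mM KH2PO4 pH 8.2 + 0.02% Tween-20; cpd via pin tool; 1 mM Gln soln; GluOx/HRP/Amplex Red; RT 30 min; fluor. t0 & final.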
# PI4K2A inh: blocks human PI4K2A kinase activity. 420,000 compounds, 0.13% hits. AID 1346378. Q9BTU6. purified PI4K2A, ADP-Glo luminescence, 1 h; active compounds read low. activity change, negative = inhibition, % at 76.9 µM; in the data active means activity change below about -50%; inconclusive means mostly about -30% to -49%;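 further: -100% = wells without enzyme as full effect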
# Target sequence (Q9BTU6 whole entry, looked up): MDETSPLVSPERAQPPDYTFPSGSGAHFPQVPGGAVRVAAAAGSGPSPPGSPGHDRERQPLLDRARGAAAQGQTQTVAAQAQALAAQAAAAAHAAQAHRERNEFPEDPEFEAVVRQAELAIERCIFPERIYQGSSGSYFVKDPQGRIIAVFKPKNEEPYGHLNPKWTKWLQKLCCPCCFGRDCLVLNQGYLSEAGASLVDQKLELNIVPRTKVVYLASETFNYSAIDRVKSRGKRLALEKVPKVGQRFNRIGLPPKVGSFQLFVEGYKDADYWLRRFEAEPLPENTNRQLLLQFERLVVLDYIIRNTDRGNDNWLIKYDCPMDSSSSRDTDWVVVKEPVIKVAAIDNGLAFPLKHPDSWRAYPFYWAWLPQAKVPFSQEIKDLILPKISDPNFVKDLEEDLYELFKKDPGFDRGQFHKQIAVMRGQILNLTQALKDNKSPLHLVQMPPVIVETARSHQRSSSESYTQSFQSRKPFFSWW
#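 ADP-Glo luminescence measured ADP generated by PI4K2A enzyme (4 ug/mL before mixing) with 1.2 mM PI substrate (pre-mix) and 300 microM ATP (pre-mix). Tris pH7.5 buffer with MgCl2, Triton X-100; 1 h reaction at ambient temperature.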
# IDH1 R132H inh: blocks human mutant IDH1 R132H enzyme | O75874 | IDH1-R132H enzyme, NADPH consumption, diaphorase/resazurin fluorescence | Potency, µM (series often up to 76.6 µM), without a hit: at the top dose activity change, negative = inhibition, actives largely listed as inhibitors | 390,000 compounds, 0.093% hits | AID 602179; further: potency means the concentration at half of the fitted maximal effect; on the % scale 0 is the no-effect control and ±100 the full control effect; nearly all actives have a fitted effect of over 65% in size
# Target sequence (O75874 whole entry R132H, stated change not applied): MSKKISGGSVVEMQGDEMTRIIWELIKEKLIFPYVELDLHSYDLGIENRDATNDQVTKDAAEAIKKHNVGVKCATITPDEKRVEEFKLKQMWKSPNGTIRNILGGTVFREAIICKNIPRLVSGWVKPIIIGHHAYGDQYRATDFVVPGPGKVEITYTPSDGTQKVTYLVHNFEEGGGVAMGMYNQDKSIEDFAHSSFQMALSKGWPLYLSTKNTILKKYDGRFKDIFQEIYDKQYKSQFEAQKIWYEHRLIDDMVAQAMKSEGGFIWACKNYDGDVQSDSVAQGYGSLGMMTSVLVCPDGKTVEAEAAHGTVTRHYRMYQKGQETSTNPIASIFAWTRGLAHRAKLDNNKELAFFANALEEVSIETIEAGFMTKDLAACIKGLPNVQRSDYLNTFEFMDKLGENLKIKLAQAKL
#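 IDH1-R132H (0.5 ug/mL) preincubated 30 min with compound, then NADPH (0.016 mM) and alpha-KG (2 mM) added; 80 min at RT, pH 7.5. Remaining NADPH coupled via diaphorase/resazurin to fluorescence (540/590 nm); concentration-response curves normalized to no-enzyme control.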
# HP1b binding inh: inhibitors of HP1-beta chromodomain binding to methylated histone tails; AlphaScreen HP1-beta / biotin-H3K9me3 peptide binding; 390,000 compounds, 0.56% hits; Potency, µM (highest dose often 114 µM), for the others: at the top dose activity change, negative = inhibition, usual class: inhibitors; further: potency means the concentration at half of the fitted maximal effect; nearly all actives have a fitted effect of over 70% in size; inactives centre near 23
# Target sequence (P83916 whole entry, looked up): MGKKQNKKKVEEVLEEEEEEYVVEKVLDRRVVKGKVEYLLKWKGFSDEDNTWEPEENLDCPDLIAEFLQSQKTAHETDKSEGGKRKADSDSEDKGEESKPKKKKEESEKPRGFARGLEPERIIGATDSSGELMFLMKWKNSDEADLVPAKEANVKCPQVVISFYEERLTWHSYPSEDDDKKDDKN
#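 AlphaScreen: HP1-beta (50 nM) preformed 30 min with biotin-H3(1-18)K9me3 peptide (50 nM) in PBS pH 7.4, 0.01% Tween-20. Compound added for 30 min at RT, then streptavidin donor/nickel chelate acceptor beads (10 ug/mL) for 30 min.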
# rTrxR1 inhibitor: inhibitors of rat thioredoxin reductase 1; Potency, µM (highest dose often 114 µM), for the others: at the highest dose activity change, negative = inhibition, hits mostly inhibitors; O89049; recombinant rTrxR1, NADPH fluorescence consumption, selenite substrate; AID 588453; 390,000 compounds, 1% hits; further: potency means the concentration at half of the fitted maximal effect; on the % scale 0 is the no-effect control and ±100 the full control effect; nearly all actives have a fitted effect of over 65% in size
#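 Rat TrxR1 (90 nM in the dispensed reagent) was pre-reduced with 400 uM NADPH for 5 min at room temperature, then incubated with compound for 15 min. After 400 uM selenite was added, NADPH fluorescence (Ex 340/Em 450 nm) was followed for 8 min.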
# TrxR1 substrate: substrates of rat thioredoxin reductase 1; O89049; Potency, µM (doses to about 114 µM), for the others: at the top dose activity change, negative = substrate turnover; AID 588456; purified TrxR1 substrate turnover, NADPH consumption readout; 390,000 compounds, 0.01% hits; further: potency means the concentration at half of the fitted maximal effect; on the % scale 0 is the no-effect control and ±100 the full control effect; nearly all actives have a fitted effect of over 50% in size
#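 Rat TrxR1, dispensed at 90 nM, was prereduced with 400 uM NADPH (final) for 5 min at ~22 deg C, then incubated with compound 15 min before 400 uM selenite. A first-read NADPH fluorescence drop versus no-compound background flagged substrates.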
# * = called active by the depositor; i = inactive; u = inconclusive; x = no result given; [ ] = dose if it differs, or a comment. Unless noted, the call rests on the fitted dose curve; in most records, active means well fitted curve in the direction sought with a large enough effect; inconclusive means small, poorly fitted or top-dose-only effect, or another doubt; inactive means no such curve, though single readings can be large; an effect the other way counts as inactive or inconclusive. A portion of the library, so the mix of outcomes need not match the whole.
SMILES,USP1 inh,PGK inhibitor,Pin1 inhibitor,GLS inhibitor,PI4K2A inh,IDH1 R132H inh,HP1b binding inh,rTrxR1 inhibitor,TrxR1 substrate
ClCCn1c(CCl)nc2ccc(Cl)cc21,-26%,-9%,x,3%,1,10%,x,x,x
CCCNC(=O)c1ccc2c(c1)sc1nc(-c3ccc(C)cc3)cn12,5%,0%,-4%,0%,-18,0%,35%,17%,5%[11.4 µM]
CCc1nn(CC(=O)NCc2cccc(OC)c2)c(=O)c2cc3cc(F)ccc3n12,-30%,-9%,34%[activator],3%,-1,-5%,21%,18%,10%
CCN(Cc1nc2ccccc2c(=O)[nH]1)C(=O)c1cccc(NC(=O)c2cccs2)c1,-7%,-1%,-2%,-28%,6,9%,37%,-7%,-8%
COc1ccc(NC(=O)C(=O)NCc2ccco2)c(OC)c1,0%,-5%,-1%,-2%,-1,-9%,35%,-5%,5%
CCOC(=O)c1c(C)oc(/N=C/c2ccccc2O)c1C#N,-11%,3%,-3%,17%,13,1%,15%,-6%,0%
COc1ccc(Cl)cc1S(=O)(=O)N1CCN(C(=O)c2ccco2)CC1,-28%,i,-3%,-8%,-3,7%,35%,11%[57.1 µM],-8%[57.1 µM]
CCC(CC)c1nnc(NC(=O)c2ccc3ccccc3n2)s1,-16%,10%,-14%,-4%,-7,2%,6%,4%,-2%
O=C(CNc1cccc(S(=O)(=O)N2CCCCC2)c1)Nc1ccccc1F,-17%,i,-7%,-1%,-6,3%,12%,30%,4%
CCC1CCc2nc3sc(C(=O)Nc4ccc(F)cc4F)c(N)c3cc2C1 (centres undefined),u,i,-6%,-11%,2,-10%,41%,14%,16%
CN(C)S(=O)(=O)c1cccc(NC(=O)CSc2cccc3cccnc23)c1,-7%,0%,-2%,u,-10,u,-7%,22%,38%[activator]
O=C(COC(=O)c1ccc(S(=O)(=O)N2CCCCC2)cc1)NCc1ccc(F)cc1,-4%,1%,5%,18%,-6,11%,19%,-8%,-12%
COc1ccc(OCC(=O)Nc2ccc(-c3nc4cc(C)c(C)cc4o3)cc2)cc1,-20%,10%,1%,4%,4,-3%,31%,16%,37%[activator]
O=c1[nH]c(C2CCCN(S(=O)(=O)c3ccccc3)C2)nc2c1nnn2Cc1ccc2c(c1)OCCO2 (centres undefined),-15%,-10%,-1%,1%,0,3%,8%[57 µM],-5%,-8%
O=C(Nc1nnc(/C=C/c2ccccc2)s1)c1ccco1,2%,0%,6%,2%,0,-7%,49%[activator],24%,3%
CCC(C)c1ccc(C2C3=C(Nc4nc(N)[nH]c(=O)c42)c2ccccc2C3=O)cc1 (centres undefined),-13%,2%,1%,3%,1,2%,16%,11%,2%
CSCC[C@@H](CO)NC(=O)c1ccc2nc(C3CCCCC3)oc2c1,-22%,i,-1%,-2%,-7,13%,28%,9%,1%
CCOC(=O)N1CCN(C(=O)c2ccc3c(c2)N(Cc2ccccc2F)C(=O)c2ccccc2S3=O)CC1 (centres undefined),u,-9%,-3%,5%,2,3%,22%,20%,9%
C[C@H](NC(=O)c1ccc2c(c1)OCO2)c1nnc2ccccn12,-22%,-11%,-7%,-2%,1,0%,9%[57 µM],1%,-1%
O=C(O)c1ccccc1NCc1ccncc1,-8%,-9%,-2%,0%,-9,4%,31%[activator],7%[57.1 µM],39%[activator][57.1 µM]

# Six neighbouring records out of the list so far:
SMILES,USP1 inh,PGK inhibitor,Pin1 inhibitor,GLS inhibitor,PI4K2A inh,IDH1 R132H inh,HP1b binding inh,rTrxR1 inhibitor,TrxR1 substrate
CN(C)S(=O)(=O)c1cccc(NC(=O)CSc2cccc3cccnc23)c1,-7%,0%,-2%,u,-10,u,-7%,22%,38%[activator]
O=C(COC(=O)c1ccc(S(=O)(=O)N2CCCCC2)cc1)NCc1ccc(F)cc1,-4%,1%,5%,18%,-6,11%,19%,-8%,-12%
COc1ccc(OCC(=O)Nc2ccc(-c3nc4cc(C)c(C)cc4o3)cc2)cc1,-20%,10%,1%,4%,4,-3%,31%,16%,37%[activator]
O=c1[nH]c(C2CCCN(S(=O)(=O)c3ccccc3)C2)nc2c1nnn2Cc1ccc2c(c1)OCCO2 (centres undefined),-15%,-10%,-1%,1%,0,3%,8%[57 µM],-5%,-8%
O=C(Nc1nnc(/C=C/c2ccccc2)s1)c1ccco1,2%,0%,6%,2%,0,-7%,49%[activator],24%,3%
CCC(C)c1ccc(C2C3=C(Nc4nc(N)[nH]c(=O)c42)c2ccccc2C3=O)cc1 (centres undefined),-13%,2%,1%,3%,1,2%,16%,11%,2%

# The listing picks up, repeating the 4 entries before the break.
SMILES,USP1 inh,PGK inhibitor,Pin1 inhibitor,GLS inhibitor,PI4K2A inh,IDH1 R132H inh,HP1b binding inh,rTrxR1 inhibitor,TrxR1 substrate
CSCC[C@@H](CO)NC(=O)c1ccc2nc(C3CCCCC3)oc2c1,-22%,i,-1%,-2%,-7,13%,28%,9%,1%
CCOC(=O)N1CCN(C(=O)c2ccc3c(c2)N(Cc2ccccc2F)C(=O)c2ccccc2S3=O)CC1 (centres undefined),u,-9%,-3%,5%,2,3%,22%,20%,9%
C[C@H](NC(=O)c1ccc2c(c1)OCO2)c1nnc2ccccn12,-22%,-11%,-7%,-2%,1,0%,9%[57 µM],1%,-1%
O=C(O)c1ccccc1NCc1ccncc1,-8%,-9%,-2%,0%,-9,4%,31%[activator],7%[57.1 µM],39%[activator][57.1 µM]
COc1ccc(NC(=O)COC(=O)c2ccc3ccccc3n2)cc1,-18%,-10%,6%,-6%,-2,6%,22%,-4%,-9%
CCOc1ccccc1OCCCC(=O)N(CC)CC(=O)Nc1c(F)cccc1F,-11%,-10%,-4%,-9%,2,2%,17%,13%,5%
COc1ccc(S(=O)(=O)N2CCN(c3ncnc4c(-c5ccccc5)nsc34)CC2)cc1,-16%,1%,-2%,6%,-4,6%,44%[activator],35%,20%
COc1ccc(/C=C/C(=O)OCC(=O)Nc2cccc(Oc3ccccc3)c2)c(OC)c1,-24%,-1%,24%,-6%,-6,-2%,12%,19%[57.1 µM],-8%[57.1 µM]
Cc1cccn2c(=O)c3cc(S(=O)(=O)c4ccc(Br)cc4)c(=N)n(C4CCCCC4)c3nc12,-10%,i,-2%,-22%,-1,-6%,55%[activator],5%,-5%
CC(C)Oc1ccc(S(=O)(=O)N2CCOCC2)cc1NC(=O)CCCSc1ccccc1,-13%,-6%,3%,-10%,1,7%,23%,-14%,-15%
CCCn1c(=O)[nH]c(=O)c2c1nc(-c1ccccc1)n2CCN1CCOCC1,-9%,-5%,1%,9%,-5,4%,31%[activator],-24%,-5%
S=C1NCN(Cc2ccco2)CN1CCc1ccccc1,-19%,-6%,1%,0%,-3,17%,37%,5%,5%
CC(=O)c1c(C)oc2ccc(N(C(=O)c3ccncc3)S(=O)(=O)c3ccccc3)cc12,-16%,i,-8%,u,2,7%,23%,-36%,5%[57.1 µM]
Cc1oc(-c2ccccc2Cl)[n+]([O-])c1C,3%,3%,-1%,-4%,7,3%,12%,u,4%[57.1 µM]
Cc1ccc2nsnc2c1S(=O)(=O)N1CCCC1C(=O)O (centres undefined),-6%,3%,-7%,0%,-2,8%,27%,11%[57.1 µM],-8%
O=C(/C=C/c1cccc([N+](=O)[O-])c1)N1CCN(S(=O)(=O)c2cccs2)CC1,-8%,-5%,-1%,0%,-15,2%,-27%,22%[57.1 µM],5%[57.1 µM]
Cc1cccc(-c2noc(CN(C(=O)c3ccc(C)c(C)c3)C(C)C)n2)c1,-32%,-7%,0%,-9%,2,8%,74%[activator],26%,-2%
COc1cc(C(=O)Nc2sc3c(c2C#N)CCN(C(C)=O)C3)cc(OC)c1OC,u,i,37%[activator],16%,-7,13%,39%[activator],7%,-2%
Cc1cccc(C)c1NC1=NC(=S)N(c2ccccc2)C12CCOC(C)(C)C2 (centres undefined),-6%,5%,4%,16%,6,7%,36%,-2%,-3%
COC(=O)/C(=C\C(=O)c1ccccc1)Nc1cccc(C(F)(F)F)c1,-12%,4%,0%,6%,1,4%,17%,u,-4%
CC(OC(=O)c1cccs1)C(=O)Nc1nc(-c2ccccc2)cs1 (centres undefined),-10%,1%,2%,6%,6,7%,25%,11%[57.1 µM],6%[57.1 µM]
COc1cccc(OCC(=O)NNC(=O)CCc2ccccc2)c1,-19%,9%,-1%,1%,3,-5%,32%,14%[57.1 µM],9%[57.1 µM]
Cc1ccc(S(=O)(=O)NC(=O)C2CCCCC2)cc1,-11%,i,41%[activator],-3%,-4,0%,22%,14%,-1%
CC(=O)Oc1ccc(C(=O)Nc2cccc(-c3nnc(-c4ccco4)o3)c2)cc1,-19%,7%,44%[activator],-12%,9,1%,17%,15%[11.4 µM],11%[57.1 µM]
CCOC(=O)N1CCN(Cc2nc(-c3ccc(OC)cc3)no2)CC1,-9%,2%,-1%,0%,-6,4%,23%,4%,5%
Cc1cc(C)nc(SCc2nc(N)nc(-c3ccccc3O)n2)n1,-20%,9%,2%,9%,4,-3%,47%[activator],4%,0%
